Lipid storage S3: qHTS Assay for Lipid Storage Modulators in Drosophila S3 Cells; lipid storage change, negative = inhibition, % at the top dose, mostly 46.1 µM; hits show Potency in µM; 0.64% of 320,000 active; AID 2685; Drosophila S3 cells, BODIPY lipid droplet fluorescence, 18-24 h; cells fed with added oleic acid; active = well fitted inhibition curve with a large enough effect in the signal ratio, with a control signal flat, not every such curve was filed as active; inconclusive = small, poorly fitted or top-dose-only effect, or effect the other way, or a change in a side signal; the % refers to the signal ratio
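Drosophila S3 cells loaded with oleic acid (400 uM, as added) and compounds at several concentrations; lipid droplets imaged by 488-nm laser-scanning cytometry, 500–530 nm intensity and object ratio to cell channel. Percent activity normalized to 20 uM Triacsin C.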
Lipid storage S3 cell count max: also measured in Lipid storage S3; calls as there; cell number change, %; measured here: cell count max response;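 cells counted by Cell Tracker Red CMTPX staining in the red channel; peak over a dose series mostly up to 46.1 µM; percent activity relative to internal control wells on each plate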
* marks the source's active call; other numbers are inactive results; i = inactive; ? = inconclusive; · = not tested or not shown; [ ] = another dose, or the depositor's remark. % is scaled to controls: 0 for no effect and ±100 for the full control effect; potency is read from the fitted curve at half-maximal effect. Some of the compounds tested (hit frequency here may not be typical).

SMILES | Lipid storage S3 | Lipid storage S3 cell count max
Cc1c(Cl)cccc1NC(=O)CNC(=O)Cc1c[nH]c2ccccc12 | ? | ·
COc1ccc(-n2nc3c(N4CCC(C(=O)N5CCCCCC5)CC4)nnc(C)c3c2C)cc1 | i | -28.7
Cc1cccc(OCCNc2cc(N3CCN(CCO)CC3)ccc2[N+](=O)[O-])c1 | -4.5% | -2.9
NC(=O)C(c1ccccc1)C1CCCCC1 (configuration not stated) | ? | ·
CCCCN(C(=O)CSc1nnc(Nc2ccccc2)s1)c1c(N)n(CCC)c(=O)[nH]c1=O | ? | ·
COc1ccc(Cc2nnc(NC(=O)c3c(-c4ccccc4)noc3C)s2)cc1OC | ? | ·
COc1ccc(C(=O)n2cnnc2N)cc1 | ? | ·
COc1ccc(NC(=O)CSc2nnnn2C2CC3C=CC2C3)cc1 (configuration not stated) | i | -4.7
CC(=O)Nc1cccc(NC(=O)c2ccccc2OCc2c(C)noc2C)c1 | ? | ·
Cc1c(Cc2ccccc2)c(=O)oc2c(C)c(OCC(=O)NCC3CCC(C(=O)O)CC3)ccc12 (configuration not stated) | ? | ·
CCc1ccccc1NC(=S)N(CCN1CCOCC1)C1CCN(C(C)=O)CC1 | ? | ·
CSc1cccc(NC(=O)CN(C)S(=O)(=O)c2ccccc2)c1 | i | -6.3
COc1cc(/C=C/C(=O)OCC(=O)c2ccc3c(c2)NC(=O)CO3)ccc1OC(F)F | ? | ·
COc1ccccc1N(CC(=O)NCCSC(C)(C)C)S(C)(=O)=O | -1.7% | 5.2
O=C(CSc1cn[nH]n1)Nc1ccc(Cl)cc1Cl | i | 3.8

4 compounds from above, sorted by number of heavy atoms, highest first.
SMILES | Lipid storage S3 | Lipid storage S3 cell count max
Cc1c(Cc2ccccc2)c(=O)oc2c(C)c(OCC(=O)NCC3CCC(C(=O)O)CC3)ccc12 (configuration not stated) | ? | ·
CCc1ccccc1NC(=S)N(CCN1CCOCC1)C1CCN(C(C)=O)CC1 | ? | ·
CSc1cccc(NC(=O)CN(C)S(=O)(=O)c2ccccc2)c1 | i | -6.3
O=C(CSc1cn[nH]n1)Nc1ccc(Cl)cc1Cl | i | 3.8

(list continues)
SMILES | Lipid storage S3 | Lipid storage S3 cell count max
CCOC(=O)c1sc(=NC(=O)c2ccc(Cl)s2)n(C)c1C | ? | ·
CC(C)C[C@H](NC(=O)[C@@H]1Cc2ccccc2CN1)C(=O)Nc1ccc(C(C)C)cc1 | 10.1% | -8.0
COC(=O)c1cc(C(=O)N2CCOCC2)cc([N+](=O)[O-])c1 | 2.3% | 25.5
Cc1ccc(C(=O)NCCNC(=O)COc2ccc(Cl)cc2)cn1 | i | 15.7
CC(=O)NCCc1ccc(S(=O)(=O)N(C)C2CCS(=O)(=O)C2)cc1 (configuration not stated) | ? | ·
Cc1oc(-c2ccccc2F)nc1CS(=O)CC(=O)NCc1ccc(Cl)cc1 (configuration not stated) | i | ·
CC(C)C1O/C(=N/C(=O)Nc2ccc(Cl)c(Cl)c2)NC1=O (configuration not stated) | 1.4% | -3.5
O=C(COC(=O)C1CCCO1)Nc1cccc(C(F)(F)F)c1 (configuration not stated) | 12.1% | 11.1
O=C(c1ccco1)N1N=C(c2cccs2)CC1c1ccco1 (configuration not stated) | 1.2% | 9.0
Cn1ncc2c(O/N=C(\N)c3ccc(C(F)(F)F)cc3)ncnc21 | ? | ·
CCN1CCN(c2nc(C)nc3c2sc(=S)n3C)CC1 | 13.5% | -0.3
CCOC(=O)N1CCN(C(=O)C2CCN(S(=O)(=O)c3ccc(NC(C)=O)cc3)CC2)CC1 | i | -10.5
COc1ccccc1NC(=O)NCCN1CCN(c2cccc(Cl)c2)CC1 | ? | ·
CCOc1ccc(NC(=O)CN(C)C(=O)CN2C(=O)c3ccc([N+](=O)[O-])cc3C2=O)cc1OCC | 0.2% | 0.2
COc1ccc(-n2c(SCC(=O)/C(C#N)=C(\C)N)nc3ccccc3c2=O)cc1OC | 9.7% | 6.4

2 of the compounds above, with values under each structure.
Every second line gives: Lipid storage S3	Lipid storage S3 cell count max
- CC(C)C[C@H](NC(=O)[C@@H]1Cc2ccccc2CN1)C(=O)Nc1ccc(C(C)C)cc1
 : 10.1%	-8.0
- CC(=O)Nc1cccc(NC(=O)c2ccccc2OCc2c(C)noc2C)c1
 : ?	·

Next part
SMILES | Lipid storage S3 | Lipid storage S3 cell count max
Cc1ccc(S(=O)(=O)NCCC(=O)NC2CCCC2)cc1 | ? | ·
COc1ccc2occ(NC(C)=O)c2c1 | ? | ·
CCC(CO)n1c(=S)[nH]c2cc(OC)c(OC)cc2c1=O (configuration not stated) | -2.7% | 15.3
COc1cc(C(C)=O)ccc1OCCCN1CCC(Cc2ccccc2)CC1 | i | -1.4
Cc1ccc(C)c(NC(=O)C2CCCN2S(=O)(=O)c2ccc3c(c2)n(C)c(=O)c(=O)n3C)c1 (configuration not stated) | 1.7% | 7.2
COCCCn1cc(C(=O)c2cc(OC)ccc2OCC(=O)Nc2cc(C)on2)cc(C#N)c1=O | ? | ·
Nc1c(C(=O)NCc2ccco2)c2nc3ccccc3nc2n1CCc1ccc(F)cc1 | ? | ·
COCC(=O)Nc1nc(-c2ccc([N+](=O)[O-])cc2)cs1 | -15.0%[9.22 µM] | -9.1
CN(C(=O)CSc1nnc(-c2ccncc2)n1Cc1ccccc1)C1CCS(=O)(=O)C1 (configuration not stated) | ? | ·
COc1ccccc1CNS(=O)(=O)c1ccc2c(c1)CC(C)N2C(=O)C1CC1 (configuration not stated) | ? | ·
COc1ccc(Br)cc1CNC(=O)Cc1cccs1 | i | 6.3
O=[N+]([O-])c1ccc(/C=[N+](\[O-])[C@@H]2CCCC[C@@H]2/[N+]([O-])=C/c2ccc([N+](=O)[O-])o2)o1 | ? | ·
O=C1CC2(CCCC2)CC(=O)N1CCCCN1CCN(c2ncccn2)CC1 | 9.4% | 4.5
NS(=O)(=O)c1ccc(NC(=O)CN2CCc3ccccc3C2)cc1 | ? | ·
COc1ccc(/C=N/NC(=O)c2cccc(Br)c2)cc1CN1CCOCC1 | 14.6% | 17.1
Cc1ccc(C)c(S(=O)(=O)N2CCN(C(=O)Cn3c(=O)cnc4ccccc43)CC2)c1 | ? | ·
COc1cc2c(cc1OC)CN(Cc1cc(=O)oc3cc(C)c(C)cc13)CC2 | 6.0% | -0.7
COc1ccc([N+](=O)[O-])cc1NS(=O)(=O)c1ccccc1 | ? | ·
O=C1CCC(C(=O)NC2(C(=O)NC3CCCCC3)CCCCC2)N1 (configuration not stated) | -5.1% | 9.7
CCN(CC)CCN(C)C(=O)CCc1nnc(-c2ccc(C)s2)o1 | -20.1% | -14.7
CCN(CC)S(=O)(=O)N1CCC(C(=O)NCc2ccc(C)cc2)CC1 | ? | ·
O=C1c2ccccc2C(=O)N1c1ncc(Cc2ccc(Cl)cc2)s1 | ? | ·
COc1ccc(C2CC(=O)c3cnc(Nc4cc(C)cc(C)c4)nc3C2)cc1 (configuration not stated) | ? | ·
COC(=O)C1=CN(c2cccc(C(F)(F)F)c2)C=C(C(=O)OC)C1c1ccc(O)c(OC)c1 | 2.6% | -17.2
COCCNC(=O)C1CCC(CNS(=O)(=O)c2cccc3nsnc23)CC1 (configuration not stated) | ? | ·
COc1ccc(CNC(=O)c2cc3c(=O)n4cccc(C)c4nc3n(CC3CCCO3)c2=N)cc1 (configuration not stated) | i | 19.8
Cc1ccc2cc(CCNC(=O)C3CCCC3)c(=O)[nH]c2c1 | i | ·
COc1cccc(CNC(=O)c2ccc(C(=O)NCc3cccc(OC)c3)cc2)c1 | 16.4% | ·
CCCCC(=O)Nc1sc(C(=O)N(CC)CC)c(C)c1C(=O)OC | 9.3% | 1.6
O=C(Cn1nc(C(=O)O)c2ccccc2c1=O)Nc1cccc(Br)c1 | ? | ·
O=C(Cc1ccccc1[N+](=O)[O-])NCc1ccncc1 | ? | ·
Cc1ccc(-c2csc(NC(=O)Cn3cnc4c3c(=O)n(C)c(=O)n4C)n2)cc1C | ? | ·
COCCn1c(SCc2nc3ccccc3c(=O)[nH]2)nc2ccccc2c1=O | 10.6% | ·
Cc1ccc(S(=O)(=O)Nc2ccc(-c3cn4ccc(C)cc4n3)cc2)cc1 | -4.7% | -12.3
COc1cccc(NC(=O)c2cc(C(=O)Nc3cccc(OC)c3)n(C)n2)c1 | ? | ·
CC1CCCN(S(=O)(=O)c2ccc(NC(=O)CNC3CCCC3)cc2)C1 (configuration not stated) | i | -7.9
O=C(Nc1cccnc1Cl)c1cccs1 | ? | ·
O=c1[nH]c(C2CCN(S(=O)(=O)c3ccc4c(c3)OCCO4)CC2)nc2c1nnn2Cc1ccccc1 | 3.8% | 7.7
CC(CN1CCOCC1)OC(=O)c1ccccc1Cl (configuration not stated) | 8.2% | -1.1
CSc1ccccc1C(=O)NCc1ccccc1C | ? | ·
Cc1noc(C)c1COc1ccc(C(=O)NNC(=O)c2ccccc2)cc1 | 12.6% | 2.9
Cc1ccc(-c2nn(-c3ccccc3)cc2/C=C(\C#N)C(=O)NCc2ccccc2)cc1 | ? | ·
O=C(NCCC1=CCCCC1)C1CCCN(c2nc3ccccc3o2)C1 (configuration not stated) | -10.2% | -3.0
CC(Sc1ccccn1)C(=O)Nc1ccc2c(c1)OCCO2 (configuration not stated) | ? | ·
COc1ccc(CNC(=O)C(=O)NCC2OCCN2C(=O)c2ccc(OC)cc2)cc1 (configuration not stated) | ? | ·
NNC(=O)CCn1nnc2ccccc21 | -1.2% | -4.3
COCCN(C(=O)Cc1cccs1)C(C(=O)NC1CCCC1)c1ccc(OC)c(OC)c1 (configuration not stated) | i | -25.7
COc1ccc(OCCNc2cc(N3CCCCC3)ccc2[N+](=O)[O-])cc1 | ? | ·
Cn1c(C(=O)O)ccc1S(=O)(=O)N1CCCCCC1 | -13.5% | 0.6
Cc1nn(Cc2ccc([N+](=O)[O-])cc2)c(=O)n1N(C)c1ncc(C(F)(F)F)cc1Cl | ? | ·
CCN(CC)C(=S)Sc1c(-c2ccccc2)c2cc(Cl)ccc2[nH]c1=O | ? | ·
O=C(COC(=O)c1cccs1)Nc1nc(-c2ccccc2)cs1 | 2.4% | -15.2
CCN(CC)CC#CC(OC)(c1ccccc1)c1ccccc1 | -0.8% | -15.3
Cc1ccsc1C1NC(=O)c2c(sc3c2CCCC3)N1 (configuration not stated) | 0.5% | -22.1
Cc1c(N/N=C(\C#N)C(=O)c2ccccc2)c(=O)n(-c2ccccc2)n1C | ? | ·
COc1ccc(NC(=O)C(=O)NNC(=O)c2cccs2)c(OC)c1 | ? | ·
COc1cc(OC)cc(C(=O)NNC(=O)c2cc3c(s2)CCCC3)c1 | ? | ·
Cc1cc2cc(CNC(=O)Nc3ccc(Cl)c(Cl)c3)ccc2n1C | 4.5% | 11.1
Cc1ccc(CNC(=O)CCc2nnc3ccc(N4CCC5(CC4)OCCO5)nn23)cc1 | ? | ·
COc1ccnc2c1c(=O)n(Cc1cccc(Cl)c1)c(=O)n2C | -19.3% | 15.5

Reformatted as a markdown table: 3 of the compounds above
| smiles | Lipid storage S3 | Lipid storage S3 cell count max |
| --- | --- | --- |
| COc1cc(OC)cc(C(=O)NNC(=O)c2cc3c(s2)CCCC3)c1 | ? | · |
| COc1ccc(Br)cc1CNC(=O)Cc1cccs1 | i | 6.3 |
| Cc1ccc(C(=O)NCCNC(=O)COc2ccc(Cl)cc2)cn1 | i | 15.7 |

(further entries)
SMILES | Lipid storage S3 | Lipid storage S3 cell count max
CCN(CC)C(=O)c1ccc(S(=O)(=O)NCc2cccnc2)cc1 | -6.6% | -0.5
COC(=O)c1ccc(C(=O)OC)c(NC2=NS(=O)(=O)c3ccccc32)c1 | ? | ·
Nc1nc(-c2cc3ccccc3o2)cs1 | 3.9% | 12.8
COC(=O)C1=NN[C@H](C(=O)OC)[C@H]1c1ccccc1 | -10.6% | -5.5
O=C(C1CCC(Cn2c(=S)[nH]c3ccccc3c2=O)CC1)N1CCN(c2ccccn2)CC1 (configuration not stated) | -0.1% | 9.8
Cc1cc(C)c[n+](-c2[nH]c(=O)sc2/C=N/N=C(\N)[S-])c1 | ? | ·
O=C(c1ccc(C(F)(F)F)cc1)N1CCN(c2ccc(N3CCOCC3)nn2)CC1 | i | ·
Cc1ccc(C(=O)NN2CC(O)=C(c3nc(-c4cccc([N+](=O)[O-])c4)cs3)C2=N)cc1 | 15.7% | 0.2
C/C(N)=C(/C#N)C(=O)COC(=O)c1cccc(O)c1 | ? | ·
O=S(=O)(c1ccc(N2CCN(Cc3ccccc3)CC2)nc1)N1CCCC1 | 6.3% | 11.0
CNS(=O)(=O)c1ccc(C(=O)NCC(=O)NCCc2ccc3c(c2)OCCO3)cc1 | ? | ·
COc1cccc(NC(=O)CN(C)C(=O)c2ccc(S(=O)(=O)Nc3ccccc3F)cc2)c1 | ? | ·
S=C(Nc1ccccc1)N(CCN1CCOCC1)Cc1cccc(Cl)c1 | ? | ·
COC(=O)C1CCN(C(=O)COC(=O)c2ccc(=O)n(Cc3ccccc3)n2)CC1 | ? | ·
CC1CCN(S(=O)(=O)c2ccc3ncn(CC(=O)N4CCN(C)CC4)c(=O)c3c2)CC1 | ? | ·
C=CCn1c(SCC(=O)NCCc2ccccc2)nnc1C(C)NC(=O)c1cccs1 (configuration not stated) | -9.2% | -18.4
O=C(Nc1ccccc1F)c1cccc(C(=O)Nc2ccccc2F)c1 | ? | ·
C/C(=N\NC(=O)c1ccn(C)n1)c1ccc(NC(=O)C2CCC2)cc1 | 13µM* | -21.2*
COc1ccc(C(C#N)c2cnccn2)cc1OC (configuration not stated) | ? | ·
O=C(CN1C(=O)COc2ccccc21)N(Cc1ccccc1)Cc1ccccn1 | 12.7% | -10.3
O=C(C1CCC1)N1CCN(S(=O)(=O)c2ccc(F)cc2)CC1 | -7.9% | -10.3
